USP1-UAF1 inh: blocks the human USP1/UAF1 deubiquitinase complex; O94782; AID 743255; recombinant USP1/UAF1, Ub-Rhodamine cleavage fluorescence; Potency, µM (series often up to 57.1 µM), for inactives: at the highest dose activity change, negative = inhibition, actives largely listed as inhibitors; 390,000 compounds, 0.23% hits; further: potency means the concentration at half of the fitted maximal effect; on the % scale 0 is the no-effect control and ±100 the full control effect; nearly all actives have a fitted effect of over 60% in size; inactives centre near -12
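High-throughput fluorogenic screen: 1nM USP1/UAF1 complex, Ub-Rho substrate 150nM final, 50mM HEPES pH 7.8 with 0.5mM EDTA, 0.1 mg/ml BSA, 1mM TCEP and 0.01% Tween-20.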
Pin1 inh: human Pin1 inhibition; Q13526; Pin1 FP peptide displacement, HiFluor488, 10 min; Potency, µM (top dose mostly 115 µM), inactives show at the highest dose activity, negative = inhibition, most hits filed as inhibitors; 390,000 compounds, 0.009% hits; active means well fitted inhibition curve with a large enough effect in the polarisation, with a control signal flat, not every such curve was filed as active; inconclusive means small, poorly fitted or top-dose-only effect, or effect the other way, or a change in a side signal; inactive means no such curve, though single readings can be large or run the other way; the % refers to the polarisation; further: potency means the concentration at half of the fitted maximal effect; on the % scale 0 is the no-effect control and ±100 the full control effect
Target sequence (Q13526 whole entry, looked up): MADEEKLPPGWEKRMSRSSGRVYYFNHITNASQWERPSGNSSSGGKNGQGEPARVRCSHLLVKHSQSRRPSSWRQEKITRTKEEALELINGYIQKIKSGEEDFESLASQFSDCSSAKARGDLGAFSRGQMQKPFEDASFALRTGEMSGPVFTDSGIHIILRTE
D2 agonist: activates the human D2 dopamine receptor | activation, % at 2 µM | P14416 | HEK293 T-REx D2 cells, calcium flux agonist mode | 340,000 compounds, 0.53% hits;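 active means activation over 3 SD above normal in the single-dose calcium agonist read, cut at about 30% in these data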; further: 0% is about no effect
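Calcium-flux readout, 1 cycle/sec over 180 s following compound pin transfer, in inducible HEK293 Trex D2 cells (force-coupled); dopamine controls included. Positive calcium responses during this window marked compounds as potential agonists.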
TRHR agonist: agonists of human TRH receptor | 360,000 compounds, 0.18% hits | activation, % at 2 µM | TRHR cells, calcium flux fluo-8, FDSS agonist mode | AID 493084 | P34981; in the data active means activation above about 30%; further: 0% is about no effect
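TRHR-expressing cells, plated overnight in medium with 10% serum, were loaded with fluo-8 calcium dye at room temperature. After a 10 s baseline, library compound was pin-added and calcium release was recorded kinetically (ex 480/em 530) as agonist response.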
TRHR enhancer: allosterically enhances the human TRH receptor. enhancement, % at 2 µM. P34981. 360,000 compounds, 0.66% hits. TRHR cells, fluo-8 calcium fluorescence, EC20 TRH enhancement; in the data active means enhancement above about 30%; further: 0% is about no effect
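TRHR-expressing cells loaded with fluo-8 calcium dye were read kinetically (ex 480/em 530) during compound addition, then stimulated with an EC20 of TRH (10 nM final). Enhancement of the Gq-mediated intracellular calcium response was scored.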
TrxR1 substrate: substrates of rat thioredoxin reductase 1; O89049; purified TrxR1 substrate turnover, NADPH consumption readout; Potency, µM (series often up to 114 µM), for inactives: at the highest dose activity change, negative = substrate turnover; 390,000 compounds, 0.01% hits; further: potency means the concentration at half of the fitted maximal effect; on the % scale 0 is the no-effect control and ±100 the full control effect; nearly all actives have a fitted effect of over 50% in size
Target sequence (O89049 whole entry, looked up): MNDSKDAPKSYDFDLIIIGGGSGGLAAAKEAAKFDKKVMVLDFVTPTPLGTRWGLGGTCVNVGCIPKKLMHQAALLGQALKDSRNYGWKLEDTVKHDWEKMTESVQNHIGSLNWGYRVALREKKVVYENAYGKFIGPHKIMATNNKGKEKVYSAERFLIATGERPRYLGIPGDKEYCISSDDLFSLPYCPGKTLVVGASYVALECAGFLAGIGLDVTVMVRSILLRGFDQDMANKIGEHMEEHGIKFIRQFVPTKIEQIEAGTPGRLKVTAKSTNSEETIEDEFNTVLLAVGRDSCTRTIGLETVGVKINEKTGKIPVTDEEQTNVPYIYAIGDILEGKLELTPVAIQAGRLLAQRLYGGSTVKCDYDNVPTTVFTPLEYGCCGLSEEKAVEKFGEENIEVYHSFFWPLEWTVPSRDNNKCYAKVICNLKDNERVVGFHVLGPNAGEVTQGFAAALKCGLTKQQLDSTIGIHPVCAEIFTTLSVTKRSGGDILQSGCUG
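Rat TrxR1, dispensed at 90 nM, was prereduced with 400 uM NADPH (final) for 5 min at ~22 deg C, then incubated with compound 15 min before 400 uM selenite. A first-read NADPH fluorescence drop versus no-compound background flagged substrates.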
IDH1 R132H inh: human IDH1 R132H inhibition; 390,000 compounds, 0.093% hits; IDH1-R132H enzyme, NADPH consumption, diaphorase/resazurin fluorescence; Potency, µM (highest dose often 76.6 µM), without a hit: at the highest dose activity change, negative = inhibition, actives largely listed as inhibitors; O75874; AID 602179; further: potency means the concentration at half of the fitted maximal effect; on the % scale 0 is the no-effect control and ±100 the full control effect; nearly all actives have a fitted effect of over 65% in size
Target sequence (O75874 whole entry R132H, stated change not applied): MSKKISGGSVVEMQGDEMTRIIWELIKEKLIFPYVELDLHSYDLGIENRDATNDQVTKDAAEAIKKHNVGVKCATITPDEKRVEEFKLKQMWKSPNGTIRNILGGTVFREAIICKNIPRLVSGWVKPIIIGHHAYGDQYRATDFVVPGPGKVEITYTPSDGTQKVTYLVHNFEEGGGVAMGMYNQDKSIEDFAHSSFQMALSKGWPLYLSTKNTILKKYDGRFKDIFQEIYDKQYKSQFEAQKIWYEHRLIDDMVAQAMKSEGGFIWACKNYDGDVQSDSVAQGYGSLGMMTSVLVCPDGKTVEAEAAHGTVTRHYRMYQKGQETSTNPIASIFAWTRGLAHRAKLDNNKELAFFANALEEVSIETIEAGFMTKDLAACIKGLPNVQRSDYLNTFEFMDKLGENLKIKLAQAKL
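IDH1-R132H (0.5 ug/mL dispensed) in pH 7.5 Tris buffer was preincubated 30 min with compound, then given a substrate mix of 0.016 mM NADPH and 2 mM alpha-KG for 80 min at room temperature; remaining NADPH was read by diaphorase/resazurin fluorescence.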
D2 antag: antagonizes the human D2 dopamine receptor; HEK293 TREx D2 cells, calcium flux, dopamine EC80; AID 485344; P14416; inhibition, % at 10 µM; 340,000 compounds, 2% hits; in the data active means inhibition above about 30%; further: 0% is about no effect
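Tetracycline-induced HEK293 TREx cells expressing D2 receptor forced-coupled to calcium signalling, loaded with no-wash calcium dye. Compounds added and calcium flux read 180 s, then dopamine added at EC80 and read a further 180 s.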
TrxR1 inh: rat TrxR1 inhibition; recombinant rTrxR1, NADPH fluorescence consumption, selenite substrate; Potency, µM (series often up to 114 µM), without a hit: at the top dose activity change, negative = inhibition, hits mostly inhibitors; 390,000 compounds, 1% hits; AID 588453; further: potency means the concentration at half of the fitted maximal effect; on the % scale 0 is the no-effect control and ±100 the full control effect; nearly all actives have a fitted effect of over 65% in size
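Rat TrxR1 (90 nM in the dispensed reagent) was pre-reduced with 400 uM NADPH for 5 min at room temperature, then incubated with compound for 15 min. After 400 uM selenite was added, NADPH fluorescence (Ex 340/Em 450 nm) was followed for 8 min.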
* = called active by the depositor; u = inconclusive; x = not tested or not shown; & = joins results of further samples; [ ] = dose if it differs, or a comment. Unless noted, the call rests on the fitted dose curve; in most records, active means well fitted inhibition curve with a large enough effect; inconclusive means small, poorly fitted or top-dose-only effect; inactive means no such curve, though single readings can be large or run the other way.

SMILES | USP1-UAF1 inh | Pin1 inh | D2 agonist | TRHR agonist | TRHR enhancer | TrxR1 substrate | IDH1 R132H inh | D2 antag | TrxR1 inh
O=C(O)C1=C[C@H](c2ccc(Br)cc2)C[C@H](OCc2ccc(CO)cc2)O1 | u | -8% | 0.1 | -0.1 | 1 | 9%[57.1 µM] | 3% | 0 | 29%[57.1 µM]
CC(CCc1ccccc1)NC(=O)CCCn1ncn2c(cc3occc32)c1=O (stereo unspecified) | -14% | 7% | 0.4 | 0.7 | 0 | 3% | -6% | -12 | 14%
N=c1c(C(=O)NCC2CCCO2)cc2c(=O)n3ccccc3nc2n1Cc1ccccc1 (stereo unspecified) | -27% | 6% | 2.3 | -0.1 | 0 | 830%[activator] | 9% | 14 | 91%[activator]
O=C(CSc1nnc(Nc2ccccc2)s1)NC1CCCC1 | -20% | 0% | x | x | x | -3% | 1% | x | 4%
CN(C)Cc1c(O)c(Cl)cc2c3c(c(=O)oc12)CCCC3 | -9% | -5% | -0.3 | -0.1 | -6 | x | 0% | 2 | u
COc1ccc(OC(=O)c2ccc(Cl)cc2)c(C(C)=O)c1 | -8% | 1% | 0.2 | -0.4 | 1 | -7% | 0% | 17 | -9%
Cc1cccc(N2CCN(C(=S)NCc3ccco3)CC2)c1C | -15% | -1% | -0.8 | -0.2 | -1 | 2% | 7% | -5 | 13%
O=C(NNC(=O)C1CCN(Cc2ccccc2)CC1)c1cccs1 | -3% | -3% | 0.9 | 0.6 | -3 | -2% | -3% | -6 | 10%[57.1 µM]
CCN1CCSc2ccc(C(=O)NCc3ccccc3Br)cc21 | -4%&-7% | 8%&6% | 1.0&-0.6 | -0.4&-0.5 | -4&1 | 58%[activator][57.1 µM] | -3% | 4 | 27%[57.1 µM]
CCOC(=O)c1ccc(NC(=O)c2nc[nH]c2C(=O)N[C@H](C)c2ccccc2)cc1 | 13% | 36%[activator] | -1.6 | 0.6 | -14 | -8% | -11% | -19 | -3%[57.1 µM]
CCCn1nc2cc(C(=O)NCCc3ccc(C)cc3)ccc2c1OCC | -31% | 0% | 1.1 | -0.6 | -10 | 48%[activator] | -3% | -1 | 19%
N#CC1=C(N)Nc2nc3ccccc3n2C1c1ccc(F)cc1 (stereo unspecified) | -12% | -2% | -0.5 | -0.5 | 4 | -7% | 4% | -19 | -1%
Cc1cc2n(n1)CCCN2C(=O)Nc1ccccc1F | 0% | 4% | -0.1 | 1.2 | 2 | -7% | -3% | x | 1%
CSCC[C@H](NC(=O)c1ccc(OCC2CCCO2)cc1)c1nc2ccccc2[nH]1 (stereo partly specified) | -10% | -4% | x | x | x | 5% | 0% | x | 16%
CCOc1ccc(NC(=O)CC2C(=O)N(c3ccc(OC)cc3)C(=O)N2CCc2cccs2)cc1 (stereo unspecified) | 0% | 0% | -0.8 | -0.7 | 1 | -6% | 2% | -5 | -2%
COc1ccc(CCNC(=O)CN(CCc2ccccc2)S(C)(=O)=O)cc1 | u | 5% | -0.1 | -0.1 | 3 | 3% | 22% | 17 | 15%[57.1 µM]
COC/C=C/C1=CC2=CC(=O)C(C)(OC(=O)c3cnc4ccccc4n3)C(=O)C2=CN1Cc1ccccc1 (stereo unspecified) | u | u | -0.6 | -0.6 | 5 | 0% | 16% | -20 | -16%
CCOc1ccc(N2CC(c3nc4ccccc4n3Cc3cccc(C)c3)CC2=O)cc1 (stereo unspecified) | u | 6% | -0.1 | 0.6 | 1 | -4% | -21% | x | 21%
CCc1ccc(C(=O)OCC(=O)N(CC)c2c(N)n(Cc3ccccc3)c(=O)[nH]c2=O)cc1 | -24% | 28% | 0.2 | -0.1 | -4 | 2% | 16% | -69 | 7%
COc1cc(CC(=O)NCc2cccs2)cc(OC)c1OC | -13% | 2% | 0.3 | 0.2 | -1 | -7%[57.1 µM] | 6% | 6 | -7%
O=S1(=O)N=C(N/N=C/c2ccc(Br)o2)c2ccccc21 | -26% | 0% | -0.5 | 0.5 | -4 | -9%[57.1 µM] | -8% | 7 | -11%[57.1 µM]
CC(=O)N(Cc1ccc(F)cc1)C1=C(NCCc2ccccc2)C(=O)c2ccccc2C1=O | u | 12% | -0.6 | -0.5 | -4 | -3%[57.1 µM] | 8% | 2 | 11%[57.1 µM]
C=C(C)CSc1nnc2n(Cc3ccccc3)c(=O)c3c4c(sc3n12)CCC4 | -23% | -3% | -0.2 | 0.0 | -1 | 10%[57.1 µM] | 3% | 11 | 8%[57.1 µM]
CCOC(=O)c1c(NC(=O)c2cccnc2)sc(C)c1C | -14% | 0% | -0.8 | -1.1 | -2 | 15% | 3% | 4 | 32%
OCCNCCO | u | 0% | -1.0 | -0.5 | -7 | 5% | -12% | -7 | 8%

Single records (already shown). Values in the order: USP1-UAF1 inh | Pin1 inh | D2 agonist | TRHR agonist | TRHR enhancer | TrxR1 substrate | IDH1 R132H inh | D2 antag | TrxR1 inh
CCOc1ccc(N2CC(c3nc4ccccc4n3Cc3cccc(C)c3)CC2=O)cc1 (stereo unspecified) across the screens: u | 6% | -0.1 | 0.6 | 1 | -4% | -21% | x | 21%
CC(=O)N(Cc1ccc(F)cc1)C1=C(NCCc2ccccc2)C(=O)c2ccccc2C1=O across the screens: u | 12% | -0.6 | -0.5 | -4 | -3%[57.1 µM] | 8% | 2 | 11%[57.1 µM]

Remaining list, next part
SMILES | USP1-UAF1 inh | Pin1 inh | D2 agonist | TRHR agonist | TRHR enhancer | TrxR1 substrate | IDH1 R132H inh | D2 antag | TrxR1 inh
COc1cccc(CC2(CO)CCCN(Cc3ccc(OC)c(C)c3OC)C2)c1 (stereo unspecified) | -10% | -1% | -1.5 | 0.6 | 4 | 8% | -2% | -4 | 25%
CCOC(=O)c1ccccc1NC(=O)Cn1cnc2c(cnn2-c2ccc(OC)cc2)c1=O | -13% | 8% | x | x | x | 47%[activator] | -1% | x | 23%
COc1cc(/C=C2/C(=N)N3N=C(CC(=O)N4CCOCC4)SC3=NC2=O)ccc1OC(C)c1ccccc1 (stereo unspecified) | -10% | 13% | -0.9 | 0.6 | -3 | -5%[57.1 µM] | -19% | -3 | 2%[57.1 µM]
Cn1c(SCCOc2ccc(Cl)cc2)nnc1-c1ccncc1 | -4% | 1% | x | 0.0 | 6 | -6% | 0% | x | -9%
COc1ccc(C)cc1NC(=O)NCc1cccn1Cc1ccccc1 | -9% | 0% | 0.7 | -0.1 | -16 | 5%[57.1 µM] | 3% | x | 20%[57.1 µM]
CCOc1ccc(C2C(C(=O)OC)=CN(CCOC)C=C2C(=O)OC)cc1 | -3% | -10% | -0.6 | -0.4 | 0 | 834%[activator] | 2% | -4 | 190%[activator]
O=C(CSc1nn(-c2ccc(Cl)cc2)c(=S)s1)NCC1CCCO1 (stereo unspecified) | -6% | 3% | 0.5 | -0.5 | -4 | 5% | 0% | -11 | 11%
CCCCNS(=O)(=O)C1CCS(=O)(=O)C1 (stereo unspecified) | 5% | u | -1.1 | -0.5 | 2 | 1% | -1% | -4 | 6%[57.1 µM]
O=C(NC1CC1)C1CC(=O)N(C2CCCCC2)C1 (stereo unspecified) | -11% | -2% | x | x | x | 8%[57.1 µM] | 1% | x | 33%[57.1 µM]
NCCCn1c(C(=O)c2ccc(Cl)cc2)c2ccc([N+](=O)[O-])cc2[n+]1[O-] | -14% | 1% | 0.5 | 0.2 | 0 | 5% | -2% | 0 | -16%[57.1 µM]
CN(CCC#N)C(=O)COC(=O)c1c2c(nc3ccccc13)/C(=C/c1ccco1)CC2 | u | u | 5.7 | 5.7 | 0 | -3% | 6% | 5 | 5.6µM*
CCCS(=O)(=O)N1CCN=C1SCc1ccc(C)cc1 | -6% | -1% | -0.7 | -0.1 | 2 | -8% | 2% | -11 | -15%
Cc1cc(C(=O)COc2ccccc2C(N)=O)c(C)n1CC1CCCO1 (stereo unspecified) | 2% | -3% | 2.9 | 1.0 | -5 | -11% | 15% | 3 | 18%[57.1 µM]
CS(=O)(=O)Nc1ccccc1C(=O)Nc1cc(Cl)cc(Cl)c1 | -4% | 2% | 6.9 | 4.1 | -2 | 31%[activator][57.1 µM] | 4% | -1 | 40%[activator][57.1 µM]
Cc1nn(CC(=O)Nc2ccc(C#N)cc2)c(C)c1[N+](=O)[O-] | -8% | 3% | 0.2 | 0.1 | 3 | 1% | -2% | 0 | 4%
Cc1ccc(SC[C@H](C)CN2CC[C@H](C)CCC2=O)cc1 | -18% | 3% | -0.4 | 0.0 | -11 | 1%&-7% | 7% | -4 | 21%&3%
CCCCCCCC(=O)NN=C1CCN(Cc2ccccc2)CC1 | 1% | -1% | 1.9 | 0.0 | -2 | 11%[57.1 µM] | 2% | -1 | 25%[57.1 µM]
CCNC(=O)CCSc1nnc(-c2ccco2)o1 | -7% | 0% | -0.7 | 1.3 | 2 | 2% | 5% | 4 | 1%
CCOC(=O)Cn1cnc2scc(-c3ccccc3)c2c1=O | -8% | 4% | -1.9 | -0.4 | 4 | 5%[57.1 µM] | 4% | -14 | 2%[57.1 µM]
Nc1c(N(CCC2=CCCCC2)C(=O)c2ccc([N+](=O)[O-])o2)c(=O)[nH]c(=O)n1Cc1ccccc1 | -7% | 16% | -0.3 | -0.1 | 12 | -6% | -2% | -1 | u
C[C@H](CO)N1C[C@H](C)[C@@H](CN(C)Cc2ccc(Cl)c(Cl)c2)Oc2c(NS(=O)(=O)c3cn(C)cn3)cccc2C1=O | -3% | -4% | x | x | x | 7% | 2% | x | 11%
O=C(CN1C(=O)C2(SCC(=O)N2c2ccccc2)c2ccccc21)NCc1ccccc1Cl (stereo unspecified) | -23% | 9% | 1.2 | 0.5 | 1 | 10% | -8% | x | 46%[activator]
O=c1/c(=C\c2cccnc2)sc2nc3ccccc3n12 | -9% | -1% | 0.5 | 0.3 | 3 | -8% | 3% | 0 | -10%
N=C(N)SCc1ccc(Cl)c2ccccc12 | -17% | 0% | x | x | x | 9%[11.4 µM] | 4% | x | 6%[11.4 µM]

High-throughput results: PubChem, National Center for Advancing Translational Sciences (NCATS)

These rows are one share of the data; rates above refer to the full screens.
